Assay outcomes as filed in PubChem BioAssay.
IL1B secr inh: inflammasome signaling inhibition, IL-1 beta readout. THP-1 LPS/ATP IL-1B secretion, AlphaLISA, 16 h; hits give low values. activity change, % at 57.5 µM. 4.7% of 360,000 active; in the data active = activity change below about -50%; inconclusive = mostly about -30% to -49%; note: % is set by controls: 0 for no effect and ±100 for the full control effect
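THP-1 cells pretreated 1 hr with compounds (up to 57.5 uM final), then stimulated with LPS (250 ng/mL final) plus ATP (1.25 mM final); secreted IL-1B measured by AlphaLISA after 16 hr, decreased signal indicating inhibition.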
S2 tox: viability counter-screen for ATXN expression inhibitors; 0.49% of 400,000 active; S2 cells (HEK-293 line with an ATXN2-luciferase reporter) viability, CellTiter-Fluor protease fluorescence, 24 h; Potency, µM (titrated, usually from 56.7 µM), actives largely listed as cytotoxic; note: potency is the fitted concentration of half-maximal effect; nearly all actives have a fitted effect of over 40% in size
HT1080NT lethal: kills 2HG-producing HT-1080-NT fibrosarcoma cells; HT-1080-NT fibrosarcoma viability, CellTiter-Glo ATP luminescence, 48 h; Potency, µM (highest dose often 46.1 µM), inactives show at the highest dose activity, negative = less viability, usual class: cytotoxic; 1.6% of 360,000 active; AID 686970;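 note: NT is the 2HG producing partner of a matched IDH1 knockdown line; potency is the fitted concentration of half-maximal effect; 0% = DMSO-treated cells and -100% = media-only wells without cells; nearly all actives have a fitted effect of over 55% in size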
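HT-1080-NT; 750 cells/well; 5% FBS RPMI; 48 h compound, 37 degrees C; CellTiter-Glo luminescence; curve fitting and curve-class assignment.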
KB-3-1 cytotox: kills parental KB-3-1 adenocarcinoma cells; KB-3-1 viability, CellTiter-Glo ATP luminescence, 72 h; Potency, µM (doses to about 46.1 µM), without a hit: at the highest dose activity change, negative = cytotoxic, hits mostly cytotoxic; AID 1347075; 1.4% of 400,000 active; note: potency is the fitted concentration of half-maximal effect; % is set by controls: 0 for no effect and ±100 for the full control effect; nearly all actives have a fitted effect of over 60% in size
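Here the drug-naive KB-3-1 line serves as comparator for MDR sub-line selectivity; cells received compound titrations, 72 h at 37 °C, then CellTiter-Glo readout.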
SW480 rerep: induces DNA re-replication in SW480 colon adenocarcinoma cells. SW480 DNA re-replication, Hoechst DNA content imaging, 48 h. Potency, µM (series often up to 46.1 µM), for the others: top-dose re-replication activation, hits mostly activators. 1.8% of 340,000 active. AID 624297; note: potency is the fitted concentration of half-maximal effect; % of control where 0% means no effect; nearly all actives have a fitted effect of over 55% in size
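Readout is total intensity of Hoechst-stained nuclei, excited at 405 nm and collected at 500-530 nm. Compound treatment lasted 48 hr at 37 C in 5% CO2 before staining.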
MCF10A rerep: induces DNA re-replication in MCF 10a normal breast cells; MCF 10A DNA re-replication, Hoechst nuclear intensity, 48 h; Potency, µM (series often up to 46.1 µM), for the others: at the highest dose activity, positive = re-replication, usual class: activators; 2.9% of 350,000 active; note: potency is the fitted concentration of half-maximal effect; % of control where 0% means no effect; nearly all actives have a fitted effect of over 50% in size
KB-V1 MDR tox: KB-V1 MDR subline cytotoxicity; KB-V1 MDR cells viability, CellTiter-Glo, 72 h; Potency, µM (series often up to 46.1 µM), for the others: at the highest dose activity change, negative = cytotoxicity, usual class: cytotoxic; 3.4% of 400,000 active; note: potency is the fitted concentration of half-maximal effect; % is set by controls: 0 for no effect and ±100 for the full control effect; nearly all actives have a fitted effect of over 60% in size
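In this primary screen, KB-V1 cells overexpressing P-gp are incubated with library compounds (lowest to highest concentration) for 72 h at 37 degrees C before a luminescent ATP viability read.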
HT1080 IDH1KD tx: HT-1080 IDH1 knockdown cell toxicity (counter line); Potency, µM (titrated, usually from 46.1 µM), for the others: at the top dose activity, negative = toxicity, hits mostly cytotoxic; 2% of 360,000 active; AID 686971; HT-1080 IDH1 knockdown viability, ATP luminescence, 48 h;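 note: potency is the fitted concentration of half-maximal effect; 0% = DMSO wells and -100% = cell-free medium wells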
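Assay cells: HT-1080 with IDH1 knockdown, 750 per well, RPMI/5% FBS. Exposure: 48 h at 37 °C following 2 h pre-incubation. Read: CellTiter-Glo luminescence; fitted concentration-response, curve class assigned.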
ATXN2 expr inh: inhibitors of ATXN2 expression; HEK-293 ATXN2-luciferase reporter, luminescence, 24 h; Potency, µM (doses to about 57 µM), inactives show at the top dose activity change, negative = inhibition, most hits filed as inhibitors; 0.72% of 360,000 active; AID 1745845; note: potency is the fitted concentration of half-maximal effect; % is set by controls: 0 for no effect and ±100 for the full control effect; nearly all actives have a fitted effect of over 55% in size
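qHTS (up to 57 uM final) was run with 24 h compound exposure of reporter cells at 37 °C. Each well was multiplexed: SteadyGlo luminescence measured ATXN2-luciferase expression after a fluorogenic Gly-Phe-AFC viability readout (25 uM final).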
* = called active by the depositor; i = inactive; ? = inconclusive; . = no result given; [ ] = another dose, or the depositor's remark. Unless noted, calls come from the whole dose curve; as a rule, active = well fitted curve in the direction sought with a large enough effect; inconclusive = small, poorly fitted or top-dose-only effect, or another doubt; inactive = no such curve, though single readings can be large; an effect the other way counts as inactive or inconclusive.

SMILES	IL1B secr inh	S2 tox	HT1080NT lethal	KB-3-1 cytotox	SW480 rerep	MCF10A rerep	KB-V1 MDR tox	HT1080 IDH1KD tx	ATXN2 expr inh
Nc1c(N(Cc2ccccc2)C(=O)COc2ccc([N+](=O)[O-])cc2)c(=O)[nH]c(=O)n1Cc1ccccc1	42	?	?	?	?	?	-6%	?	?
CSCCC(N=C(NS(=O)(=O)c1ccc(Br)cc1)c1ccccc1)C(=O)O (configuration not stated)	3	i	?	-2%	-13%	-7%	-4%	10%	-5%
Cc1ccc(C(=O)NC(=S)Nc2ccc3[nH]c(=O)[nH]c3c2)c(C)c1	34	i	8%	0%	-85%[inhibitor]	-16%	-24%	3%	-19%
COc1cc(NC(=O)C2Cc3ccccc3CN2S(C)(=O)=O)cc(OC)c1 (configuration not stated)	13	i	-19%	1%	10%	1%	-4%	-23%	-27%
Cc1cnc(C(=O)OCc2ccc(Br)cc2F)cn1	10	i	13%	4%	-2%	0%	6%	13%	-1%
CCCCOC(=O)CSCC(=O)N1N=C(c2cccs2)CC1c1ccc(F)cc1 (configuration not stated)	-5	i	11%	0%	1%	2%	25%	22%	1%
CCOC(=O)N1CCN(c2c(F)cc3[nH]c(=S)[nH]c3c2Br)CC1	27	i	16µM*	?	?	8.2µM*	8.2µM*	?	-16%
O=C(c1c[nH]c(C(=O)C(Cl)(Cl)Cl)c1)c1ccccc1Br	-8	i	4%	-14%	-19%	-2%	1%	8%	-19%
Cc1ccc(NC(=O)CCn2cnc3ccccc3c2=O)c(C)c1	-9	i	-10%	0%	-1%	12%	?	16%	-20%
CCN1C(N(C)C)=NC[C@@H]1Cc1ccccc1	17	i	-2%	14%	7%[9.22 µM]	1%	?	8%	3%
COc1cccc(C=NNc2nc3ccccc3s2)c1OC	25	?	?	-11%	?	?	?	-19%	1%
NS(=O)(=O)c1ccc(CCNC(=O)c2cccc(S(=O)(=O)N3CCc4ccccc43)c2)cc1	7	?	-5%	-9%	.	.	13%	-16%	.
CC(=O)Nc1ccc(S(=O)(=O)Nc2ccc(S(=O)(=O)N3CCCCCC3)cc2)cc1	11	i	1%	-10%	0%	-4%	7%	-7%	-1%
O=C(Cc1ccccc1)NNC(=O)C1CC=CCC1 (configuration not stated)	11	i	0%	15%	0%	6%	12%	19%	4%
O=C(CCC(=O)Nc1ccccc1Cl)NNC(=S)Nc1ccccc1C(F)(F)F	16	i	0%	.	-2%	6%	.	-1%	1%
CCO[C@@H]1OC(C(=O)N2CCOCC2)=C[C@H](C(C)(C)C)[C@H]1CCCO	14	i	0%	0%	-14%	?	2%	-1%	-6%
NC(=S)NNC(=O)[C@@H]1CCCC[C@@H]1C(=O)O	19	i	13%	9%	0.52µM*	-8%	-15%	-3%	-1%
CCC(C)(C)n1nnnc1C(c1cccc(C#N)c1)N1CCN(c2cccc(C)c2C)CC1 (configuration not stated)	-6	i	1%	?	-8%	-3%	-18%	9%[9.24 µM]	-13%
CC(C)=CCC/C(C)=C/C=N/NC(=O)c1ccccc1[N+](=O)[O-]	?	i	-1%	3%	-2%	?	-17%	0%	-2%
COC(=O)C1(C)CCCC2(C)c3cc(OC)ccc3C(=O)C(Br)C12 (configuration not stated)	-23	?	-2%	3%	.	.	-29%	-27%	.
COc1cccc(CC2(CO)CCCN(Cc3sc(N4CCCC4)nc3Cl)C2)c1 (configuration not stated)	?	i	-2%	-8%	5%	6%	?	-9%	-28%
O=c1c([N+](=O)[O-])c(NC2CCCCC2)c2ccccc2n1-c1ccccc1	-1	?	-2%	-9%	?	-2%	-18%	0%	-11%
COc1ccccc1N1CCN(C(=O)c2cc3ccccc3[nH]2)CC1	0	i	4%	-4%	-15%	13%	-1%	-13%	6%
CNS(=O)(=O)c1ccc(Cl)nc1	4	i	19%	21%	-6%	?	18%	27%	-12%
CCC1CCCCN1C(=S)NC(=O)c1cccs1 (configuration not stated)	16	i	-8%	3%	-5%	?	-4%	-11%	-13%
CC(=O)Nc1ccc(OCc2ccc3c(c2)OCO3)cc1	-19	i	-7%	-17%	0%	-1%	-1%	-1%	43%[activator]
CC(C)OCCCNC(=O)c1c(N)n(/N=C/c2ccccn2)c2nc3ccccc3nc12	-10	i	22%	0%	21µM*	4.1µM*	?	9%	-20%
Cc1ccc(NC(=O)Nc2ccc(F)c(Cl)c2)cc1	-29	i	0%	-24%	-3%	1%	0%	-4%	22%
CC1Cc2nc(SCC(=O)Nc3ccc4c(c3)OCCO4)n(C)c(=O)c2S1 (configuration not stated)	-5	i	2%	-11%	-7%	4%	?	-9%	-9%
O=C(c1cc(-c2cccnc2)nc2ccccc12)N1CCN(S(=O)(=O)c2ccc(Cl)s2)CC1	-10	i	-14%	24%	2%	12%	9.2µM*	0%	7%

Fetched one by one from the entries so far (three):
SMILES	IL1B secr inh	S2 tox	HT1080NT lethal	KB-3-1 cytotox	SW480 rerep	MCF10A rerep	KB-V1 MDR tox	HT1080 IDH1KD tx	ATXN2 expr inh
COc1cc(NC(=O)C2Cc3ccccc3CN2S(C)(=O)=O)cc(OC)c1 (configuration not stated)	13	i	-19%	1%	10%	1%	-4%	-23%	-27%
Cc1cnc(C(=O)OCc2ccc(Br)cc2F)cn1	10	i	13%	4%	-2%	0%	6%	13%	-1%
COc1ccccc1N1CCN(C(=O)c2cc3ccccc3[nH]2)CC1	0	i	4%	-4%	-15%	13%	-1%	-13%	6%

Additional compounds
SMILES	IL1B secr inh	S2 tox	HT1080NT lethal	KB-3-1 cytotox	SW480 rerep	MCF10A rerep	KB-V1 MDR tox	HT1080 IDH1KD tx	ATXN2 expr inh
CCNC(=O)c1ccc2nc(Cc3ccccc3)oc2c1	.	i	.	4%	.	.	-2%	.	18%
Cc1ccccc1-c1nnc(SCC(=O)NC2CCCCC2)o1	-5	i	18%	1%	3%	-3%	-15%	10%	3%
Cc1cccc(C(=O)NNC(=O)CSc2nnc(C(C)C)n2C)c1	7	i	5%	18%	22%	-3%	16%	4%	-6%
CCS(=O)(=O)c1ccc2c(c1)N(S(=O)(=O)c1cccs1)CC(C(=O)O)O2 (configuration not stated)	6	i	2%	0%	-9%	0%	4%	-3%	-4%
O=C(COc1cccnc1[N+](=O)[O-])Nc1cc(S(=O)(=O)N2CCCCC2)ccc1Cl	6	i	12%	-12%	12%	-1%	-12%	12%	3%
Cn1c(N)c(C(=O)CSc2nnc(-c3ccccc3F)n2C2CC2)c(=O)n(C)c1=O	21	i	13%	3%	-3%	-3%	?	5%	-5%
Cc1cccc(NC(=O)CCS(=O)(=O)c2cc3c(cc2Cl)NC(=O)CO3)c1	0	i	-4%	7%	9%	0%	21%	12%	-6%
COc1ccc(-n2nc(C(=O)N3CCN(c4ccc(F)cc4)CC3)c3c4ccccc4n(C)c3c2=O)cc1	.	i	.	3%	.	.	-2%	.	16%
COc1ccc(C2N(c3ccccc3)CCN2c2ccccc2)cc1O	-14	i	3%	4%	11%	11%	24%	11%	-6%[11.3 µM]
C=CCNC(=O)c1onc(CSc2ccc(C(C)C)cc2)c1C(=O)O	34	i	-17%	?	2%	?	0%	-25%	-2%
COC(=O)c1cc(=O)n(Cc2ccc3c(c2)OCO3)c(=Nc2ccc(F)cc2)s1	-9	i	2%	?	1%	-2%	15%	2%	-30%
CCN(CC)S(=O)(=O)c1ccc(N2CCCC2)c(NS(=O)(=O)c2ccc([N+](=O)[O-])cc2)c1	8	i	3%	-6%	-5%	-1%	-4%	7%	2%
CC(C)(O[C@@H]1O[C@H](CO)[C@@H](O)[C@H](O)[C@H]1O)[C@@H]1CC=C(C(=O)O)CC1	0	i	22%	22%	-1%	-17%	0%	11%	14%
Nn1c(COc2ccccc2)nc2ccccc2c1=O	-13	i	8%	1%	-8%	0%	1%	-2%	11%
CC1(C)SC2c3ccccc3C(=O)N2[C@@H]1C(=O)NCCCN1CCOCC1 (some centres not stated)	7	i	3%	24%	-5%	-2%	0%	1%	2%
Cc1nnc(C)n1/N=C/c1ccc(-c2ccccc2Cl)o1	24	i	-2%	11%	-1%	4%	-6%	5%	-3%
CN(C)S(=O)(=O)c1ccc(C(=O)NCC2(N3CCOCC3)CCCCC2)cc1	-5	i	-1%	4%	17%	19%	0%	-1%	-3%
NC(=O)C1CCN(CCCNC2CC(=O)N(Cc3ccc(N4CCCC4=O)cc3)C2=O)CC1 (configuration not stated)	-4	i	3%	11%	?	0%	?	4%	2%
O=C(COC(=O)c1cccnc1Cl)Nc1cccc(S(=O)(=O)N2CCCCC2)c1	-14	i	4%	0%	-19%	3%	7%	3%	-4%
CCOCCCNC(=O)CN1C(=O)NC(Cc2c[nH]c3ccccc23)C1=O (configuration not stated)	19	i	6%	15%	-38%[inhibitor]	3%	0%	5%	8%
CC(C)CCN(CC(=O)NCc1ccc(F)cc1)S(=O)(=O)c1ccccc1F	-80*	i	-30%	-25%	-2%	?	-19%	-4%	5%
O=C(CCC1CCCCC1)NC1CCCCC1	-5	i	1%	-2%	-3%	3%	-14%	4%	23%
COc1ccc(CNC(=O)CCN2C(=O)c3ccccc3S2(=O)=O)cc1	12	i	12%	2%	-3%	-3%	19%	9%	1%
C[C@@H]1CN([C@@H](C)CO)C(=O)CCCn2nncc2CO[C@H]1CN(C)S(=O)(=O)c1cccc(C#N)c1	3	i	2%	-17%	.	.	-3%	6%	-18%
CCN1C(=O)/C(=C2/C=Cc3cc(C)ccc3N2CC)N(C)C1=S	?	?	-24%	?	-10%	6%	?	-20%	-12%
CCc1ccc(S(=O)(=O)c2cn(C)c3cc(F)c(F)cc3c2=O)cc1	.	i	.	2%	.	.	-17%	.	0%
OCCC1CN(Cc2cccc3nonc23)CCN1Cc1ccsc1 (configuration not stated)	11	i	0%	11%	-6%	-7%	?	1%	-1%
CCOC(=O)C1=CNS(=O)(=O)NC1c1ccc(C)cc1 (configuration not stated)	1	i	18%	23%	-1%[9.22 µM]	8%	8%	9%	12%
